DRD3 agonist: agonists of human D3 dopamine receptor. P35462. D3R DiscoveRx beta-arrestin cells, luminescence, 90 min. max activation, %. 410,000 tested, 0.58% active; in the data active = max activation above about 30%; also: 0% is about no effect; mostly tested at two doses, the higher about 12 µM
Target sequence (P35462 whole entry, looked up): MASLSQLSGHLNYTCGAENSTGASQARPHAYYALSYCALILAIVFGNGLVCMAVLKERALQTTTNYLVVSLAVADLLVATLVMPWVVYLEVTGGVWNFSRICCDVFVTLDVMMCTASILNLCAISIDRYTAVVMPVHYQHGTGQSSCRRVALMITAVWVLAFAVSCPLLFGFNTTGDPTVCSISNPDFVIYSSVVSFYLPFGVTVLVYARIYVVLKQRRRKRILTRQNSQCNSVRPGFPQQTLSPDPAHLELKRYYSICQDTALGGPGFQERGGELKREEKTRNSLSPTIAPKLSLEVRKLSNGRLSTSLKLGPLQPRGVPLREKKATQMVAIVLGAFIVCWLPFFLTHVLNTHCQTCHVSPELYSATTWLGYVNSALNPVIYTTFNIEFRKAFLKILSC
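Cells at 1500/well, incubated overnight, then treated with pinned compounds (dopamine as control) for 90 min at 37 degrees C. DiscoveRx reagent added for 30 - 60 minutes at room temperature; luminescence read.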
EPAC2 agonist: EPAC2 (human) agonism; Potency, µM (highest dose often 154 µM), inactives show top-dose activation, most hits filed as activators; EPAC2 activation, biochemical qHTS; response scale: 100% = 6.5 mM cAMP response; 360,000 tested, 0.079% active; also: potency is read from the fitted curve at half-maximal effect; nearly all actives have a fitted effect of over 50% in size
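Exchange assay: 100 nM EPAC2 with 250 nM Rap1B-BODIPY-GDP and 50 uM GDP. Fluorescence (ex 480/em 540 nm) read every 5 min for 30 min at room temperature. Data normalized to 6.5 mM cAMP as agonist control.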
Abeta yeast res: A-beta toxicity reversal in yeast; AID 1347071; Potency, µM (top dose mostly 46.1 µM), without a hit: at the top dose growth rescue, hits mostly activators; 410,000 tested, 0.063% active; yeast expressing A-beta42, growth rescue, OD600, 48 h; response scale: 0% DMSO, 100% iron-clioquinol control; also: potency is read from the fitted curve at half-maximal effect; nearly all actives have a fitted effect of over 55% in size
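Yeast growth medium received pinned compounds, then yeast cells expressing toxic A-beta were added; plates incubated at 30 C for 48 hr. Growth read as absorbance at 600 nm, normalized to DMSO and equimolar FeCl3 plus clioquinol controls.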
DRD3 antagonist: D3 dopamine receptor (human) antagonism. D3R cells, DiscoveRx beta-arrestin luminescence, antagonist mode; active compounds read low. max response, negative = inhibition, %. 360,000 tested, 2.5% active. AID 652054; in the data active = max response below about -50%; inconclusive = no clear call, values can overlap the other calls; also: % is scaled to controls: 0 for no effect and ±100 for the full control effect; mostly tested at two doses, the higher about 12 µM
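Cells plated overnight at 1500 cells/well, then exposed to library compounds with dopamine controls for 90 minutes at 37 degrees C. DiscoveRx reagent added for 30–60 minutes at room temperature; luminescence read, quantitative HTS format.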
EPAC2 antag: blocks human EPAC2 exchange factor; Q8WZA2; EPAC2 GEF exchange of Rap1B-BODIPY-GDP, fluorescence; Potency, µM (top dose mostly 114 µM), for inactives: at the highest dose activity, negative = inhibition, hits mostly inhibitors; 360,000 tested, 0.18% active; AID 720708; also: potency is read from the fitted curve at half-maximal effect; % is scaled to controls: 0 for no effect and ±100 for the full control effect; nearly all actives have a fitted effect of over 45% in size; many of its hits are not listed in these tables
TDP43 rescue: TDP-43 toxicity inhibition in yeast. TDP-43 expressing yeast growth rescue, BacTiter-Glo, 24 h. Potency, µM (top dose mostly 46.1 µM), for the others: at the top dose growth rescue (activation), most hits filed as activators. 410,000 tested, 1.8% active. AID 652104; also: potency is read from the fitted curve at half-maximal effect; % of control where 0% means no effect; nearly all actives have a fitted effect of over 50% in size
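Galactose-induced TDP-43 yeast, OD600=0.02, compound pinned; 24 hr, 30 deg C; BacTiter-Glo luminescence for growth. Inhibitors of TDP-43 toxicity read as activators.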
aSyn yeast inh: inhibitors of alpha-synuclein toxicity in yeast. Yeast expressing alpha-synuclein, growth rescue, BacTiter-Glo, 24 h. Potency, µM (series often up to 46.1 µM), for the others: at the top dose growth rescue (activation), actives largely listed as activators. 370,000 tested, 0.14% active; also: potency is read from the fitted curve at half-maximal effect; % of control where 0% means no effect; nearly all actives have a fitted effect of over 65% in size
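Readout is rescue of growth in alpha-synuclein-expressing yeast, so inhibitors of toxicity appear as activators. Growth after 24 hr at 30 deg C in galactose medium is quantified by luminescence.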
FUS yeast rescue: suppressors of FUS proteinopathy in yeast | S. cerevisiae FUS-expressing, growth rescue, OD600, 24 h | Potency, µM (top dose mostly 76.6 µM), without a hit: at the top dose growth rescue (activation), most hits filed as activators | 390,000 tested, 0.24% active | AID 1347120;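 also: potency is read from the fitted curve at half-maximal effect; plate controls were DMSO vehicle for no effect and reference control for full effect; nearly all actives have a fitted effect of over 55% in size; some results filed as inactive show a strong effect at the top dose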
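Galactose (2%) drives FUS expression in yeast precultured in raffinose; seeding density OD 0.005. Test compounds incubated 24hr at 30C and 99% humidity before absorbance at 600 nm was measured.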
* marks the source's active call; other numbers are inactive results; ? = inconclusive; . = no result given; [ ] = dose if it differs, or a comment. Unless noted, calls follow the shape of the dose curve; as a rule, active = well fitted curve in the direction sought with a large enough effect; inconclusive = small, poorly fitted or top-dose-only effect, or another doubt; inactive = no such curve, though single readings can be large; an effect the other way counts as inactive or inconclusive. Only part of the results is shown; count on the stated rates, not on these rows.

SMILES	DRD3 agonist	EPAC2 agonist	Abeta yeast res	DRD3 antagonist	EPAC2 antag	TDP43 rescue	aSyn yeast inh	FUS yeast rescue
COC(=O)c1ccc(CNC(=O)COC(=O)CCN2C(=O)C3CC=CCC3C2=O)cc1 (stereo unspecified)	-1	8%	-1%	-2	-6%	-4%	-2%	11%
O=C(Nc1cccnc1)c1ccc(Cl)c(S(=O)(=O)N2CCCC2)c1	4	3%	8%	-3	-9%	-3%	0%	17%
COc1ccccc1N1CCN(C(=O)CCNS(=O)(=O)c2cc(Br)cnc2N)CC1	1	-7%	7%	-7	-7%	-9%	4%	12%
CCOc1ccc(CNC(=O)Cn2cc3c(n2)-c2c(oc(C(=O)N4CCCC4)c2C)CC3)cc1	18	.	11%	.	.	29%	.	25%
CCN(CC(=O)Nc1cc(Cl)ccc1C)C(=O)c1ccc2c(c1)NC(=O)C(C)S2 (stereo unspecified)	3	-1%	18%	-12	-1%	25%	0%	10%
CCC(=O)Nc1nnc(CSCc2ccc(F)cc2)s1	-13	-11%	2%	0	-3%	1%	-1%	5%
CN1C(=O)c2ccccc2Sc2ccc(C(=O)O)cc21	-3	-9%	-11%	7	-1%	6%	5%	8%
O=C(Nc1nc2ccccc2[nH]1)c1cccc(F)c1	-1	-4%	5%	-9	-3%	-21%	-6%	19%
C=CCNc1sc(C(=O)c2ccccc2)c(N)c1-c1nc2ccccc2s1	-5	-5%	5%	-11	-24%	?	0%	?
COc1ccc(S(=O)(=O)N2CCCCC2c2cc(C(=O)N3CCOCC3)no2)cc1 (stereo unspecified)	-7	5%	-12%	-96*	23%	-2%	-1%	-3%
CCCCN1C(=O)C(CC(=O)NCc2cccs2)CC(C(=O)N2CCCCCC2)=C1C (stereo unspecified)	-5	-1%	-11%	0	8%	-19%	-5%	-1%
COc1ccc(-c2cc(OC(=O)c3ccccc3)c3c(C)oc(C)c3c(=O)c2)cc1OC	18	.	2%	.	.	23%[9.22 µM]	.	38%
CCOc1cccc(NC(=O)C2CC(=O)N(c3ccc(F)cc3)C2)c1 (stereo unspecified)	1	5%	-6%	6	-5%	14%	9%	6%
O=S(=O)(NCC1NCCc2ccccc21)c1ccccc1 (stereo unspecified)	-12	6%	-4%	-15	-10%	-16%[9.22 µM]	-4%	20%
CC1(C)CC(=O)C=C(Nc2ccc(OCC(F)(F)C(F)F)cc2)C1	1	-10%	-12%	-5	-7%	24%	5%	22%
CCOC(=O)c1cccc(NC(=O)CC2C(=O)N(c3ccc(OC)cc3)C(=O)N2C2CCCC2)c1 (stereo unspecified)	-7	.	-4%	.	.	-8%	.	?
CCC(=O)Nc1ccc2c(c1)OCCO2	5	-1%	12%	23	10%	7%	2%	4%
Cc1cc(C#N)c(C)c(SCc2[nH]nc3c2C(c2ccccc2)C(C#N)=C(N)O3)n1 (stereo unspecified)	5	17%	20%	6	2%	11%	.	16%
COc1ccccc1CNc1ncnc2c1nnn2Cc1ccccc1	-1	3%	11%	-22	-5%	12%	-2%	-6%
CCn1c(SCc2ccc(C(=O)Nc3nccs3)cc2)nnc1-c1ccc(NC(C)=O)cc1	4	3%	7%	0	9%	1%	1%	40%
N#Cc1c(/N=C/c2cc3ccccc3s2)sc2c1CCC2	-1	12%	14%	12	-1%	17%	5%	?
CCOC(=O)C(=CNNc1ccccc1)C(=O)OCC	-5	3%	-4%	3	-11%	13µM*	?	-5%
COc1ccc(CCN2C(=O)CC(Cc3cccc(C)c3)C2=O)cc1OC (stereo unspecified)	6	6%	2%	2	-9%	4%	11%	22%
COC(=O)c1cccc(NC(=O)c2onc3c2CCCC3)c1	-20	-1%	6%	-17	19%	-15%	-22%	9%
O=c1oc2ccccc2c(NC2CCCCC2)c1NS(=O)(=O)c1ccc(F)cc1	-2	3%	13%	17	0%	20%	7%	14%
Cc1ccc(CNc2nc(NCc3ccccc3)nc3ccsc23)c(C)c1	-9	18%	-58%[inhibitor]	-18	?	-7%	-47%[inhibitor]	24%
Cc1cc(NC(=O)/C=C/c2ccc(Cl)cc2)no1	-4	17%	2%	-20	1%	13%	-8%	23%
CN(C)c1ccncc1C(=O)Nc1ccc(F)cc1F	5	6%	10%	-3	3%	0%	1%	0%
COC(=O)c1cc(C)sc1NC(=O)CC1Nc2ccccc2NC1=O (stereo unspecified)	-2	4%	-4%	-5	1%	22%	-3%	20%
Cc1ccc(F)c(S(=O)(=O)NC(=O)C2(C)CCN2C(=O)c2ccccc2)c1 (stereo unspecified)	-6	6%	-10%	-23	0%	-1%	-5%	-10%
NC(=O)C1CCN(C(=O)Cc2ccc(-c3ccccc3)cc2)CC1	-6	11%	-5%	-15	-7%	14%	1%	27%
O=C(/C=C/c1c(F)cccc1Cl)NCc1ccc2c(c1)OCO2	-8	-3%	-6%	1	5%	7%	-1%	17%
Cc1cccc(N2CCN(C(=O)c3ccc4nc[nH]c4c3)CC2)c1C	25	3%	-7%	7	0%	15%	-5%	7%
O=C(CNC(=O)c1ccccc1)NCCc1nc2ccccc2[nH]1	-10	9%	11%	-11	-3%	3%	2%	-11%
CCOc1ccc(Oc2ccccc2NS(=O)(=O)c2ccc(CCC(=O)O)cc2)cc1	2	-1%	-1%	-13	-19%	?	-7%	40%
CCc1nc2ccc(C(=O)NC3CCN(Cc4ccccc4)CC3)cn2c1N(CC)Cc1cccc(Br)c1	-13	7%	-11%	-78*	-27%	4%	8%	8%
C=CCn1c(C)cc(C(=O)CN2C(=O)NC3(CCCc4ccccc43)C2=O)c1C (stereo unspecified)	-14	11%	-3%	-10	-5%	-10%	2%	-7%
CCc1nnc2c(Nc3cccc(F)c3)nc3ccc(C(=O)c4ccccc4)cc3n12	-10	.	1%	.	.	11%	.	-8%
COc1ccc(CCc2ccc3ccccc3n2)cc1	10	17%	5%	7	-28%	8%	0%	1%
C/C=C/c1ccc(OCCOc2cc(C=O)ccc2OC)c(OC)c1	1	9%	-15%	2	7%	-28%	9%	.
CC(=O)Nc1cccc(CNCc2cccc(NC(C)=O)c2)c1	-3	6%	9%	-1	-12%	-4%	1%	-29%
Cc1ccccc1NC(=O)C1C2/C=C\CCCCC21 (stereo unspecified)	-8	0%	-3%	7	19%	12%	-13%	.
Cc1ccc(-c2cc(C(F)(F)F)c(C#N)c(SCC(=O)Nc3ccccc3F)n2)cc1	-11	.	-14%	.	.	-9%	.	-6%
CN(CC(=O)Nc1ccc(F)c(F)c1F)C(=O)c1ccc(-n2cncn2)c([N+](=O)[O-])c1	-5	-1%	0%	3	15%	25%	-7%	-1%
CN(C)C(=O)COC(=O)c1ccccc1Nc1ccc(SC(F)F)cc1	0	13%	-11%	-7	-10%	?	-3%	?
Cc1cc(C)n(-c2nc3cc(Cl)ccc3nc2Nc2ccc(C)c(F)c2)n1	17	.	-12%	.	.	20%	.	-21%
O=C1CSC(=S)N1/N=C/c1cc(Br)c(O)c(Br)c1	15	9%	-63%[inhibitor]	9	-26%	-91%[inhibitor]	?	6%
COc1ccccc1CNC(=O)Cn1c(=O)oc2cc(Cl)ccc21	-3	17%	-9%	-3	1%	-29%	-3%	11%
CSc1cccc(NC(=O)CCn2c(=O)c3cccn3c3cccnc32)c1	-1	11%	4%	11	12%	0%	-2%	-16%
CCCCCc1nc(-c2nonc2N)no1	2	4%	-27%	15	2%	16%	-10%	1%
COC(=O)C1=C(C)Nc2nnnn2C1c1cc(OC)ccc1OC (stereo unspecified)	1	8%	7%	6	1%	-8%	-11%	-1%
CC1CC(=O)N(CC(=O)Nc2ccc3c(c2)OCO3)c2ccccc2S1 (stereo unspecified)	3	-4%	-9%	-8	-11%	7%	4%	4%
CNC(=S)N/N=C1\C(=O)c2cccc3cccc1c23	-7	5%	-19%	-55*	-3%	?	-3%	30%
CC(C)C(=O)N1CCN(c2ccc(NC(=O)c3cccs3)cc2Cl)CC1	2	9%	17%	1	-2%	18%	12%	7%
CCOc1ccccc1NC(=O)C1CCN(C(=O)C2CC(=O)N(c3ccc(C)cc3)C2)CC1 (stereo unspecified)	2	4%	11%	1	1%	-6%	2%	11%
CCCOc1ccc(NC(=O)CC2C(=O)N(C)C(=S)N2Cc2ccc3c(c2)OCO3)cc1 (stereo unspecified)	1	-7%	?	3	-25%	20%	6%	?
CCCc1ccc(S(=O)(=O)N2CCN(C(C)C(=O)NCc3ccccc3)CC2)cc1 (stereo unspecified)	1	4%	12%	-9	-8%	-20%	3%	37%
CCOc1ccccc1OCCn1nc2ccccc2n1	5	0%	-9%	-5	-1%	-16%[1.82 µM]	19%	-6%
CCCn1c(SCC(=O)Nc2cc(C(=O)O)ccc2C)nc2sc3c(c2c1=O)CCC3	1	2%	-8%	5	4%	4%	3%	3%
CC1CCCC(C)N1C(=O)COC(=O)C12CC3CC(CC(Cl)(C3)C1)C2 (stereo unspecified)	1	11%	15%	-3	-15%	-14%	1%	21%

Compound profiles (already shown).
CC(C)C(=O)N1CCN(c2ccc(NC(=O)c3cccs3)cc2Cl)CC1 in the list: DRD3 agonist = 2; EPAC2 agonist = 9%; Abeta yeast res = 17%; DRD3 antagonist = 1; EPAC2 antag = -2%; TDP43 rescue = 18%; aSyn yeast inh = 12%; FUS yeast rescue = 7%
CCCc1ccc(S(=O)(=O)N2CCN(C(C)C(=O)NCc3ccccc3)CC2)cc1 (stereo unspecified) in the list: DRD3 agonist = 1; EPAC2 agonist = 4%; Abeta yeast res = 12%; DRD3 antagonist = -9; EPAC2 antag = -8%; TDP43 rescue = -20%; aSyn yeast inh = 3%; FUS yeast rescue = 37%

More compounds:
SMILES	DRD3 agonist	EPAC2 agonist	Abeta yeast res	DRD3 antagonist	EPAC2 antag	TDP43 rescue	aSyn yeast inh	FUS yeast rescue
Cc1ccc2cc(CN(Cc3ccco3)C(=O)NC3CCCCC3)c(=O)[nH]c2c1C	-8	12%	12%	-10	-3%	-19%	9%	?
CC(=O)Nc1ccc(NC(=O)C2(C)CC2(Cl)Cl)cc1 (stereo unspecified)	-8	4%	13%	-2	7%	7%	12%	-5%
COc1cccc(CN2CCNC(=O)C2CC(=O)NCc2cc(C(C)C)no2)c1 (stereo unspecified)	10	-1%	13%	14	5%	-7%	3%	-4%
COc1ccccc1N1CCN(CC(O)COc2ccc3c(C)cc(=O)oc3c2)CC1 (stereo unspecified)	-22	8%	17%	-77*	4%	-13%	0%	16%
CC(=O)Nc1ccc(C(=O)c2ccccc2)cc1	11	-12%	5%	-16	9%	-1%	-18%	7%

Screening results: PubChem, National Center for Advancing Translational Sciences (NCATS)
